Screening results: PubChem, several laboratories
MazEF act: activators of E. coli MazEF toxin-antitoxin RNase, primary screen, biochemical, fluorescence, uHTS; Endoribonuclease toxin MazF (Escherichia coli (strain K12)), P0AE70; FAM/BHQ RNA-DNA oligo cleavage fluorescence, 5 h; actives 0.32% (n = 350,000); AID 504720, 2011; activation, % at 20 µM; in the data active = activation above about 50%
Target sequence (P0AE70 whole entry, looked up): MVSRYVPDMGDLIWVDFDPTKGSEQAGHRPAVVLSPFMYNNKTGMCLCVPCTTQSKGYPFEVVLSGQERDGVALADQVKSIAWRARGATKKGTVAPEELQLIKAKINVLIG
PrPC surface inh: inhibitors of human cell surface prion protein PrPC, primary screen, cell-based, TR-FRET | Major prion protein (Homo sapiens), P04156 | TR-FRET read-out | inhibition, % at 13.8 µM | actives 0.43% (n = 370,000); in the data active = inhibition above about 24%; note: 0% = median of the test wells and 100% = reference compound wells
Rv3671c inh: Rv3671c serine protease inhibitors, primary screen, biochemical, fluorescence polarization, M. tuberculosis H37Rv | AID 2606, 2010 | actives 0.048% (n = 320,000) | inhibition, % at 5.96 µM; in the data active = inhibition above about 38%;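 note: extracellular domain of Rv3671c used as enzyme; 0% = enzyme with DMSO and 100% = no enzyme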
FadD28 FP inh: inhibitors of FadD28 bisubstrate probe binding, primary screen, biochemical, fluorescence polarization, single point | Mycobacterium tuberculosis FadD28 fatty-acid-AMP ligase | inhibition, % at 12.5 µM | actives 0.22% (n = 360,000) | AID 588549, 2011; in the data active = inhibition above about 8.5%, passing the limit was not always enough; inconclusive = no clear call, values can overlap the other calls
BoNT-F LC inh: BoNT/F light chain protease inhibitors, primary screen, biochemical, flow cytometry, MLPCN library. actives 0.22% (n = 360,000). AID 588497, 2011. Botulinum neurotoxin type F light chain protease (Clostridium botulinum). inhibition, % at 10 µM. Multiplex microsphere protease cleavage assay; in the data active = inhibition above about 35%, passing the limit was not always enough; inconclusive = no clear call, values can overlap the other calls; note: plate controls were buffer without enzyme for full effect and enzyme alone for no effect
Mtb FBA inh: Mtb FBA enzyme inhibitors, primary screen, biochemical, fluorescence, strain H37Rv; Fructose-bisphosphate aldolase (Mycobacterium tuberculosis (strain ATCC 25618 / H37Rv)), …; purified M. tuberculosis FBA, fluorescence read-out; inhibition, % at 1 µM; actives 2.3% (n = 360,000); in the data active = inhibition above about 27%;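 note: 0% = vehicle and 100% = reference inhibitor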
Target sequence (P9WQA3 whole entry, looked up): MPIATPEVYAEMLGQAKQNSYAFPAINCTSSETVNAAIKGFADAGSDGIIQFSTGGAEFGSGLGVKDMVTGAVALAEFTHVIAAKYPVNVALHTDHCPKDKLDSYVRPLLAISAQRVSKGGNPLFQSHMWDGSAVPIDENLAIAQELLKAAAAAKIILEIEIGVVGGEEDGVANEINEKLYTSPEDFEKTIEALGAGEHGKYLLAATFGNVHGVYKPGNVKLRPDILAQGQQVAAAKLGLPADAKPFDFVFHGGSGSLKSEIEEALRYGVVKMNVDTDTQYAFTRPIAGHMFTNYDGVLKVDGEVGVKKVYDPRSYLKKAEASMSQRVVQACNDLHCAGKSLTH
Mtb BioA inh: M. tuberculosis BioA enzyme inhibitors, primary screen, biochemical, plate reader, single point, HTS. 7,8-diaminopelargonic acid synthase BioA (Mycobacterium tuberculosis). purified M. tuberculosis BioA enzyme. inhibition, % at 9.99 µM. actives 0.096% (n = 360,000). AID 602481, 2012; in the data active = inhibition above about 40%; inconclusive = no clear call, values can overlap the other calls
UGM FP inh: M. tuberculosis UGM enzyme inhibitors, primary screen, biochemical, fluorescence polarization, single point; AID 504406, 2011; purified UGM, fluorescence polarization probe displacement; actives 0.06% (n = 320,000); inhibition, % at 10 µM; in the data active = inhibition above about 10%, passing the limit was not always enough; inconclusive = no clear call, values can overlap the other calls
Target sequence (P9WIQ1 whole entry, looked up): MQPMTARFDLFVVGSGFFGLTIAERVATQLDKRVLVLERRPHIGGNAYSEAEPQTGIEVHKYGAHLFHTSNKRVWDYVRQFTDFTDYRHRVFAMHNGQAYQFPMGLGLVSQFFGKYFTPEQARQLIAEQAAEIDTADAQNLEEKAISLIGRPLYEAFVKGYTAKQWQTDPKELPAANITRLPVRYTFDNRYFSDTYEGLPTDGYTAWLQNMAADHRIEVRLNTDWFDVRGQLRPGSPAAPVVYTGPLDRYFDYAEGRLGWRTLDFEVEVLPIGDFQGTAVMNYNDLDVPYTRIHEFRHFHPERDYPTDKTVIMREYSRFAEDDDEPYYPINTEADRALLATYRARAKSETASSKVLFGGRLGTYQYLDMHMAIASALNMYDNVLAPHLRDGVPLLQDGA
GDH-TPI counter: GDH-TPI coupling enzyme inhibitors, primary screen, artefact control for M. tuberculosis FBA inhibitor project, biochemical, absorbance, full deck. actives 1.2% (n = 360,000). GDH-TPI coupled enzyme counterscreen, NADH absorbance. inhibition, % at 4.8 µM. AID 588335, 2011; in the data active = inhibition above about 30%;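 note: 0% = DMSO wells and 100% = wells lacking the enzyme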
An asterisk follows results filed as active; ? = inconclusive; . = not tested or not shown; & = joins results of further samples.

SMILES | MazEF act | PrPC surface inh | Rv3671c inh | FadD28 FP inh | BoNT-F LC inh | Mtb FBA inh | Mtb BioA inh | UGM FP inh | GDH-TPI counter
Cn1c(N)c(C(=O)Nc2ccccc2F)sc1=S | 1 | -14 | -1 | -0.2 | 31 | 3 | -1.2 | -0.3 | 24
COc1ccc(/C=C/C(=O)c2ccccc2)cc1Cn1nnc2ccccc21 | -4 | 6 | -20 | -0.5 | -26 | 0 | . | 2.0 | 11
COc1ccc(Nc2nc(N)c([N+](=O)[O-])c(N3CCOCC3)n2)cc1 | -14 | -13 | -1 | 0.2 | ? | -3 | 0.6 | 1.6 | 14
COC(=O)C1=C(c2ccc(F)cc2F)C[C@@H]2CC[C@H]1N2C | 3 | -3 | 1 | -4.1 | 0 | 2 | 0.3 | -0.5 | -15
COC(=O)c1ccc(NC(=O)CN(C2CCCCC2)S(C)(=O)=O)cc1 | -11 | -1 | -4 | -4.2 | ? | 3 | -1.3 | -1.3 | 1
COc1ccc(Cl)cc1C(=O)Nc1ccc2c(c1)OCCO2 | 3 | 17 | . | -3.7 | ? | 1 | 0.5 | 0.6 | 10
NC(=O)NC(=O)CC1S/C(=N/N=C2/NC(=O)CS2)NC1=O (stereo not given) | 7 | -4 | -10 | -0.1 | -8 | 2 | . | -0.1 | -2
Cc1ccc(Nc2nc3ccccc3nc2Nc2c(C)n(C)n(-c3ccccc3)c2=O)cc1 | 5 | 4 | -15 | -1.2 | -12 | 0 | . | 0.2 | 4
CC(=O)c1cccc(NC(=O)COC(=O)c2n[nH]c3ccccc23)c1 | -4 | 0 | 1 | -3.0 | 1 | -2 | . | 0.6 | -3
COCCn1cnnc1SCC(=O)Nc1ccccc1C(=O)Nc1ccc2c(c1)OCO2 | 5 | 0 | 5 | -3.4 | 0 | -2 | -0.3 | -1.7 | 9
CCOc1ccc(Nc2nc(Cc3nnc(SCC(=O)NC4CCCCC4)n3C)cs2)cc1 | -4 | -3 | 2 | -2.2 | 12 | -4 | 0.3 | -0.3 | -10
CC1CCC2(CC1)N=C(N)Nc1nc3ccccc3n12 (stereo not given) | -2 | -7 | -2 | -3.0 | -11 | 0 | 0.3 | 0.4 | 4
COc1ccc(NC(=O)COC(=O)/C=C/c2cccs2)c(OC)c1 | -9 | 3 | 1 | 0.5 | -1 | 0 | -1.2 | 0.5 | 14
O=C1CCCN1CCCNc1ncnc2c1[nH]c1ccc(Cl)cc12 | -2 | 6 | 2 | 0.2 | 10 | 23 | 3.1 | 2.3 | 9
c1cc2c(cc1CN1CCN(C3CCCCCC3)CC1)OCO2 | 2 | 5 | -3 | -2.0 | -11 | 2 | -0.7 | -4.5 | 5
NC(=O)C1CC(=O)N(c2ccc(OCc3c(F)cccc3Cl)cc2)C1 (stereo not given) | -1 | 8 | -8 | -4.1 | -1 | 1 | . | -0.4 | -13
COc1ccccc1OCc1ccc(C(=O)NCC2CCCO2)cc1 (stereo not given) | -1 | 2 | -6 | . | -1 | -3 | -1.1 | 0.7 | 6
CCOC(=O)c1c(NC(=O)CSc2nnc(-c3ccc(C)cc3)o2)sc(C(C)=O)c1C | 0 | 2 | -4 | 0.8 | -7 | 1 | 0.4 | 0.4 | 5
Cc1cc(C)c(C)c(C(=O)COC(=O)CNC(=O)CN2C(=O)c3ccccc3C2=O)c1C | -1 | 6 | 0 | -1.1 | -8 | 6 | 0.9 | -1.7 | 6
Nc1nnc(CCCCCc2nnc(N)s2)s1 | -2 | -5 | 7 | -4.0 | 4 | -6 | . | 1.9 | -2
FC(F)(F)c1nnc2c(Sc3ccccc3)nc3ccc(Cl)cc3n12 | 5 | -7 | 2 | -2.1 | 2 | 0 | -3.3 | 1.7 | 5
Cc1ccc(C(=O)Nc2ccccc2C(=O)NC(CC(=O)O)C(=O)O)cc1 (stereo not given) | -3 | 4 | 4 | -0.4 | 2 | 2 | . | 0.7 | 5
Cc1nc2sc(C(c3cccs3)N3CCN(c4cccc(Cl)c4)CC3)c(O)n2n1 (stereo not given) | 8 | -15 | 0 | -7.4 | -1 | -2 | 15 | 0.1 | 7
Cc1ccc(C(=O)Cn2nc(C)c([N+](=O)[O-])c2C)c(C)c1 | -5 | 4 | 5 | -1.5 | 1 | 5 | . | -1.2 | 3
N#Cc1ccccc1 | 0 | 0 | -2 | -2.9 | 5 | 0 | -0.9 | 0.1 | -2
CCN(CC)C(=O)c1ccc(NC(=O)CSc2nnnn2-c2cc(OC)ccc2OC)cc1 | -3 | 7 | 0 | -2.2 | -6 | -1 | 1.5 | -2.1 | 1
FC(F)(F)c1cccc(N2Cc3ccccc3C2)c1 | -7 | -8 | -5 | -5.0 | -9 | 0 | . | -0.3 | -8
C[C@H]1CN([C@@H](C)CO)C(=O)CCCn2nncc2CO[C@@H]1CN(C)S(=O)(=O)c1ccc(-n2cccn2)cc1 | 3 | -3 | . | -1.2 | -4 | 1 | -0.8&-0.5 | . | 13
CN1CCCC(OC(=O)CCCCC(=O)OC2CCCN(C)C2)C1 (stereo not given) | 2 | -3 | -2 | -1.1 | -4 | -3 | 1.8 | 2.1 | 7
CC(CC(=O)Nc1ccc2c(c1)OCO2)c1ccccc1 (stereo not given) | -2 | 6 | -1 | -0.2 | ? | 1 | -3.0 | 1.3 | 3
Cc1ccnc(NC(=O)c2ccc(OCc3c(C)noc3C)cc2)c1 | 5 | -2 | . | -2.1 | . | -1 | -0.3 | . | 17
Cc1cc(C)c2[nH]c(=O)c(C(c3nnnn3Cc3ccc4c(c3)OCO4)N3CCCC3)cc2c1 (stereo not given) | -12 | 2 | -3 | -2.0 | -4 | 6 | -2.9 | 3.6 | 17
O=C1c2ccccc2[C@@H]2C[C@@H](O)[C@H](Nc3ccccc3)CCN12 | 2 | 10 | . | -0.2 | -4 | 0 | 1.0 | . | 11
COCCCNC(=O)Cn1nc(-c2ccc(C)cc2)ccc1=O | 2 | 1 | 6 | -1.7 | -6 | 8 | -1.1 | 2.0 | 8
O=C1NCC(COc2ccc([N+](=O)[O-])cc2)O1 (stereo not given) | -4 | -22 | 7 | 1.5 | 4 | -2 | . | -2.1 | 9
COCCOC1CCN(C(=O)c2ccc(OC)c(OC3CCN(C(C)C)CC3)c2)CC1 | 11 | -3 | -3 | -2.9 | 3 | -1 | 2.2 | 2.0 | 3
Cc1ccc(S(=O)(=O)N/N=C(\c2ccccc2)C2CC2)cc1 | -3 | -1 | -1 | -0.7 | 6 | 4 | -2.2 | -1.0 | -2
O=C(Cn1nnc(-c2ccccc2)n1)OCc1csc(-c2ccccc2)n1 | 9 | -3 | 4 | -2.0 | -2 | -1 | -0.3 | 0.5 | 9
CCCOC(=O)CC1C(=O)NCCN1Cc1cc(OC)cc(OC)c1 (stereo not given) | 3 | -6 | -5 | -5.5 | 4 | -6 | . | 1.9 | -4
CC(=O)N(C)c1ccc(N=C2C(=O)Nc3ccccc32)cc1 | 3 | . | . | 1.1 | -32 | 1 | 0.0 | -2.6 | 13
Cc1c(NC(=O)c2noc(C(C)C)c2[N+](=O)[O-])c(=O)n(-c2ccccc2)n1C | 1 | 2 | 2 | -4.5 | -5 | 0 | -1.0 | 2.6 | 3
CCOc1ccc(OCC)c(NC(=O)C2C3C=CC(O3)C2C(=O)NCc2ccco2)c1 (stereo not given) | -2 | -4 | 0 | 0.9 | -36 | 1 | -0.4 | -1.3 | 9
CCCOc1ccc(C(=O)NNC(=S)NC(=O)c2cc(-c3ccc(Cl)cc3)nc3ccccc23)cc1 | 6 | -2 | -2 | -4.3 | -23 | -5 | -1.9 | 1.3 | 15
CCOc1ccc(CC(=O)N/N=C/c2cccnc2)cc1 | 3 | -2 | 0 | -1.2 | . | 3 | 1.1 | -0.6 | 8
C/C(CC(=O)Nc1ccc(C)c(Cl)c1)=N\NC(=O)Cc1cccs1 | -1 | -2 | -28 | -1.8 | -3 | 0 | -1.0 | 0.2 | 5
O=C(CC1(O)C(=O)Nc2ccccc21)c1ccccc1O (stereo not given) | 5 | -11 | 4 | -0.7 | 3 | 1 | -2.3 | -2.5 | 3
O=C1CCCC2=C1C(c1cccc(O)c1)C1=C(N2)c2ccccc2C1=O (stereo not given) | 16 | -37 | 12 | -0.2 | 1 | -2 | . | 3.3 | 7
Cc1ccc(C)c(NC(=O)C(Sc2nc3ccc(C)cc3[nH]2)c2ccccc2)c1 (stereo not given) | 8 | 5 | -18 | 0.9 | 1 | -4 | . | -2.7 | 2
CC(C)CCn1cnc2c1c(=O)n(CC(=O)NC(N)=O)c(=O)n2Cc1ccccc1 | 14 | 0 | -2 | -2.9 | -27 | 0 | 3.9 | -5.0 | -4
CC(C)C[C@H](NC(=O)c1[nH]cnc1C(=O)N[C@@H](Cc1ccccc1)C(=O)OC(C)(C)C)C(=O)OC(C)(C)C | 1 | 8 | -24 | -2.4 | 4 | 1 | -3.7 | 0.9 | 12
CC1(C)CC(=O)C=C(Nc2cccc(F)c2)C1 | 7 | -1 | 1 | -1.8 | 15 | -3 | 9.2 | -0.3 | -1
O=C(COc1ccccc1F)N1CCN(S(=O)(=O)/C=C/c2ccccc2)CC1 | -1 | 3 | -5 | -3.1 | -10 | 8 | 2.4 | -4.0 | -6
O=C(NCc1ccc(Cl)cc1)c1cccnc1 | 3 | 3 | 2 | -1.1 | -2 | 0 | 2.0 | 0.5 | -2
O=C(CCC(=O)N(c1cccc(F)c1)C(C(=O)NC1CCCC1)c1ccncc1)Nc1cccnc1 (stereo not given) | -1 | 3 | -6 | -3.9 | 0 | 1 | -0.9 | 3.7 | 0
Cc1cc(C)cc(OCC(=O)Nc2nc(-c3ccccn3)cs2)c1 | 1 | -2 | . | -3.2 | . | 2 | -1.0 | . | 2
CCOC(=O)N1CCN(c2c(N3CCC(N4CCCCC4)CC3)c(=O)c2=O)CC1 | -13 | 4 | -1 | 0.5 | -8 | 3 | -0.8 | -1.4 | 9
Cc1ccc(NCC(=O)Nc2cccc(S(=O)(=O)N(C)C)c2)cc1S(=O)(=O)N1CCCCCC1 | -2 | 15 | -12 | -0.3 | -10 | -1 | . | -3.6 | -1

Shown comma-delimited: entries from further up
mol,MazEF act,PrPC surface inh,Rv3671c inh,FadD28 FP inh,BoNT-F LC inh,Mtb FBA inh,Mtb BioA inh,UGM FP inh,GDH-TPI counter
CCCOc1ccc(C(=O)NNC(=S)NC(=O)c2cc(-c3ccc(Cl)cc3)nc3ccccc23)cc1,6,-2,-2,-4.3,-23,-5,-1.9,1.3,15
CCOc1ccc(CC(=O)N/N=C/c2cccnc2)cc1,3,-2,0,-1.2,.,3,1.1,-0.6,8
C/C(CC(=O)Nc1ccc(C)c(Cl)c1)=N\NC(=O)Cc1cccs1,-1,-2,-28,-1.8,-3,0,-1.0,0.2,5

Reprinted from the entries so far for reference:
SMILES | MazEF act | PrPC surface inh | Rv3671c inh | FadD28 FP inh | BoNT-F LC inh | Mtb FBA inh | Mtb BioA inh | UGM FP inh | GDH-TPI counter
CCOC(=O)N1CCN(c2c(N3CCC(N4CCCCC4)CC3)c(=O)c2=O)CC1 | -13 | 4 | -1 | 0.5 | -8 | 3 | -0.8 | -1.4 | 9
Cc1ccc(NCC(=O)Nc2cccc(S(=O)(=O)N(C)C)c2)cc1S(=O)(=O)N1CCCCCC1 | -2 | 15 | -12 | -0.3 | -10 | -1 | . | -3.6 | -1

A different layout for part of the listing above.
The line under a structure holds: MazEF act	PrPC surface inh	Rv3671c inh	FadD28 FP inh	BoNT-F LC inh	Mtb FBA inh	Mtb BioA inh	UGM FP inh	GDH-TPI counter
O=C1CCCN1CCCNc1ncnc2c1[nH]c1ccc(Cl)cc12
  -2	6	2	0.2	10	23	3.1	2.3	9
c1cc2c(cc1CN1CCN(C3CCCCCC3)CC1)OCO2
  2	5	-3	-2.0	-11	2	-0.7	-4.5	5
